# PP1 counter: PP1-alpha phosphatase inhibitors, primary screen, counter-screen for PP5 inhibitor project, biochemical, fluorescence, OMFP substrate, single point; Serine/threonine-protein phosphatase PP1-alpha catalytic subunit (Homo sapiens), P62136; purified PP1alpha; inhibition, % at 6.7 µM; 320,000 tested, 0.9% active;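 active means inhibition above the mean inhibition of all tested compounds plus 3 SD, computed separately for each screening campaign, cut at about 15% in these data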
# Target sequence (P62136 whole entry, looked up): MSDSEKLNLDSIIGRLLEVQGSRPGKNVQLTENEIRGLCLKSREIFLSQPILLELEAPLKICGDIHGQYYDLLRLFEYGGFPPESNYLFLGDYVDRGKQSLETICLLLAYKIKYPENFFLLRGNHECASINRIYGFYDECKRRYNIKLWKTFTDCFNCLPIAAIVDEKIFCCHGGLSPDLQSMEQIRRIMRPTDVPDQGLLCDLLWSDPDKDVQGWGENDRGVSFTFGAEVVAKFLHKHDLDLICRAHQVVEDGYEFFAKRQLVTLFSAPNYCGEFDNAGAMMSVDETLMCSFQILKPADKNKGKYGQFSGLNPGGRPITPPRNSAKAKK
# core dimer inh: inhibitors of HCV core protein dimerization, primary screen, biochemical, TR-FRET, high-throughput | TR-FRET GST/Flag-core106 dimerization, 1536-well | inhibition, % at 5 µM | 300,000 tested, 0.33% active;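 active means inhibition above the mean of all tested compounds plus 3 SD, set per screening campaign, cut at about 45% in these data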
#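 Material: Tagged HCV core106 pair (GST and Flag) | Amount: GST-core106 13.5 nM, Flag-core106 17 nM | Medium: KF-containing HEPES buffer, pH 7.45, DTT, CHAPS, BSA | Reagent: Eu donor and XL665 acceptor anti-tag antibodies | Schedule: 4 h at 22.5 °C | Technique: Time-resolved FRET, ex 340 nm, em 617 and 671 nm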
# GRK2 aptamer HTS: compounds blocking aptamer binding on GRK2 – biochemical, human GRK2, bead flow cytometry, HTS, primary screen; FAM-aptamer displacement from GRK2; inhibition of aptamer binding, % at 10 µM; 330,000 tested, 0.59% active;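 active means inhibition of aptamer binding above 40%, roughly 3 SD of noise, on plates passing a quality check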;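 further: median bead fluorescence of bound FAM aptamer so fluorescent compounds give negative values; no value below 0 was filed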
# procasp3 activ: activators of human procaspase-3 D3A mutant, primary screen, biochemical, absorbance, PC-3 D3A mutant, single concentration; Caspase-3 (Homo sapiens), P42574; recombinant procaspase-3 D3A, Ac-DEVD-pNA absorbance 405 nm; activation, % at 8.5 µM; 330,000 tested, 0.11% active;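 active means activation above the mean of all tested compounds plus 3 SD, cut at about 21% in these data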;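 further: 0% = DMSO alone and 100% = DMSO wells spiked with extra 5 µM PC-3 D3A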
# Target sequence (P42574 whole entry D9A/D28A/D175A): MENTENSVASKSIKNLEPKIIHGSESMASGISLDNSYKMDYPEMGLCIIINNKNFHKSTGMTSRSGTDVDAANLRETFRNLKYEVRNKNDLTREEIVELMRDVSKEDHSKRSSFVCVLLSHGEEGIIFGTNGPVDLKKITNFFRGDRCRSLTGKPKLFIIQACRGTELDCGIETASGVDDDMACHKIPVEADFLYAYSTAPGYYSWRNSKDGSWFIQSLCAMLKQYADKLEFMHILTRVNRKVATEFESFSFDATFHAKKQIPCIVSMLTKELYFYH
#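 Assay system: Procaspase-3 D3A mutant, all three cleavage aspartates alanine. Buffer or medium: Zinc-free HEPES saline buffer with Triton X-100. Times: 1 h compound preincubation, 2 h substrate hydrolysis at 25 °C. Measured by: 405 nm absorbance of p-nitroaniline, reads at 0 and 120 min. Read-out basis: percent activation relative to control range. Replicates: singlicate.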
# CTSL1 counter: Fasciola hepatica cathepsin L1 inhibitors, primary screen, counter-screen for PFM18AAP inhibitor project, biochemical, QFRET, fluorogenic peptide substrate; AID 1906, 2009; 300,000 tested, 0.49% active; inhibition, % at 5.96 µM; recombinant F. hepatica cathepsin L1, Z-Leu-Arg-MCA fluorescence;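 active means inhibition above the mean of all tested compounds plus 3 SD, set per screening campaign, cut at about 17% in these data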;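 further: 0% = plate median of test compound wells and 100% = 1 µM Z-Phe-Ala-diazomethylketone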
# proCasp7 act: procaspase-7 activators, primary screen, counter-screen for procaspase-3 activator project, biochemical, absorbance, HTS, human | activation, % at 8.5 µM | 330,000 tested, 0.093% active | recombinant procaspase-7, Ac-DEVD-pNA absorbance 405 nm; D23A/D198A/D206A triple mutant, cannot self-cleave; scale: DMSO 0, 5 µM enzyme 100 | AID 463210, 2010;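 active means percent activation above the screen-wide mean plus 3 SD, cut at about 25% in these data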
#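 System: Procaspase-7 triple mutant (PC-7 D3A); measure: % activation from two-timepoint absorbance difference, scaled to controls; times: 1 h compound preincubation, 2 h substrate cleavage, 25 °C; also added: Ac-DEVD-pNA substrate, 400 µM as added; measured by: Epi-absorbance of released pNA at 405 nm, two timepoints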
# VLA-4 inh: inhibition in human VLA-4 binding assay, primary screen, VLA-4 allosteric modulator project, MLPCN library, flow cytometry, VLA-4 expressing cells. Integrin alpha-4 (Homo sapiens), P13612. ligand binding flow cytometry. inhibition, % (about 7 µM as worked out from the volumes in the protocol). 330,000 tested, 0.2% active. AID 2557, 2010; in the data active means inhibition above about 50%
# GASC-1 inh: inhibitors of GASC-1 histone demethylase, primary screen, biochemical, fluorescence, DELFIA europium; Lysine-specific demethylase 4C (Homo sapiens), Q9H3R0; GST-JMJD2C(1-420) H3K9me3 demethylation; inhibition, % at 2.35 µM; 330,000 tested, 0.069% active; AID 2099, 2009;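 active means more than half of a compound's replicate wells show inhibition beyond 50%, single wells judged on their own value; inconclusive means some, but no more than half, of replicates pass 50% inhibition; inactive means no replicate passes 50% inhibition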;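 further: signal counts dimethyl H3K9 product captured on neutravidin plate; 0% = median of DMSO wells and 100% = 0.3 times that DMSO median; strong numbers were not always called active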
# Target sequence (Q9H3R0 1-420 limits assumed): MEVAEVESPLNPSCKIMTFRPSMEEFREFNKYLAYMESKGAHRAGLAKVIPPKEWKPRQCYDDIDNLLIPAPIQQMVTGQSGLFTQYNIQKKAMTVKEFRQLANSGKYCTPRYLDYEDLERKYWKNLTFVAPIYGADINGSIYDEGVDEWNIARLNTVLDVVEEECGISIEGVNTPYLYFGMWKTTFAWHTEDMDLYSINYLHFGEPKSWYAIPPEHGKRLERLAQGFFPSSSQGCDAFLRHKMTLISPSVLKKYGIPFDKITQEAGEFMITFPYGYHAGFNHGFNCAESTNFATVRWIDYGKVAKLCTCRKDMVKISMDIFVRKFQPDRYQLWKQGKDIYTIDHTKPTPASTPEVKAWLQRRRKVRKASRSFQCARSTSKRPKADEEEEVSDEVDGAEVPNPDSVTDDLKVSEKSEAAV
# PP5 inh: PP5 phosphatase inhibitors, primary screen, biochemical, fluorescence; AID 1987, 2009; Serine/threonine-protein phosphatase 5 (Homo sapiens), P53041; purified PP5c, OMFP substrate fluorescence; inhibition, % at 6.7 µM; 320,000 tested, 0.18% active;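 active means inhibition above the campaign's mean inhibition across all tested compounds plus 3 SD, cut at about 9.5% in these data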;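 further: 0% = DMSO only and 100% = 100 µM cantharidin control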
# * hit, by the source's call; ? = inconclusive; / = not tested or not shown; & = joins results of further samples.
SMILES,PP1 counter,core dimer inh,GRK2 aptamer HTS,procasp3 activ,CTSL1 counter,proCasp7 act,VLA-4 inh,GASC-1 inh,PP5 inh
COc1ccc(C2CCN(Cc3cccnc3)CC2O)cc1 (centres undefined),-1.4,-4.5,2.0,7.4,0.3,-5.2,-6.9,-3.0,-0.2
CC(C)CC(=O)NC1(C(F)(F)F)C(=O)Nc2c1c(=O)n(C)c(=O)n2C (centres undefined),0.9,0.4,0.0,-0.4,0.0,0.2,20.0,0.9,0.8
COc1ccc(NC2=C(Cl)C(=O)N(c3ccccc3)C2=O)c(OC)c1,0.8,6.4,1.0,-12.2,0.5,-13.2,-4.0,-3.0,1.9
O=C(CCC1CCN(Cc2ccccc2Cl)CC1)NC1CC1,-2.4,0.0,1.0,-1.0,-3.6,1.4,3.5,-4.9,2.6
COc1ccc(N2C(=O)CC(Nc3ccc(F)cc3)C2=O)c([N+](=O)[O-])c1 (centres undefined),0.4,1.5,0.0,3.2,-4.5,-2.8,0.0,8.3,0.8
COc1ccc(C2=NOC(Cn3nc(-c4ccccc4C)cc3C(=O)O)C2)cc1 (centres undefined),-3.9,/,2.0,-0.7,/,5.7,5.4,2.5,2.2
C=CCOc1ccc(/C=C/C(=O)OCC(=O)NCCCc2ccccc2)cc1,-3.5,4.2,0.0,6.4,0.9,4.1,23.4,15.5,3.0
COc1cccc(CN2CCN(C3CCN(c4ccccc4C)CC3)CC2CCO)c1 (centres undefined),2.6,-3.9,0.0,-9.6,-1.1,0.1,-3.9,-5.4,1.4
Cc1cc(C)c(NC(=O)/C(C#N)=C/c2ccc(OCc3ccc(F)cc3)cc2)c(C)c1,6.7,5.6,1.0,2.7,0.4,3.3,-2.0,-7.6,0.3
COCCCNC(=O)C1CCN(S(=O)(=O)c2c(C)noc2/C=C\c2ccc(OC)cc2)CC1,0.5,2.5,0.0,11.2,4.3,4.4,3.0,28.2,4.3
Cc1cccc(NC(=O)CSc2n[nH]c(-c3ccncc3)n2)c1,-1.9,-6.3,6.0,-1.5,4.2,12.0,-1.3,1.5,-1.6
COc1ccc(C2CCCCCN2Cc2nc3ccccc3c(=O)n2CC(N)=O)cc1 (centres undefined),-0.2,1.5,0.0,0.9,1.5,-5.7,3.7,-5.8,0.8
O=C(COc1ccc(F)cc1Br)NCCCN1CCCC1=O,/,/,0.0,7.8,/,-1.8,-1.2,1.6,/
CCOc1ccc(NC(=O)CN2C(=O)CSc3ccc(S(=O)(=O)N4CCOCC4)cc32)cc1,-2.7,6.9,0.0,2.6,0.0,14.1,25.7,-2.5,1.0
NNC(=O)c1cc(Cl)ccc1Cl,1.1,-4.2,3.0,1.6,2.0,-10.0,-16.2,-3.8,-1.1
COC(=O)c1cc(=O)nc2sc(-c3ccccc3)nn12,0.6,-1.7,2.0,6.6,-0.8,4.1,35.0,12.5,2.5
CCOC(=O)N1CCN(C(=O)c2cc(C)no2)CC1,-3.5,4.3,2.0,5.5,-5.1,13.2,6.7,-0.9,-1.4
O=C(Nc1ccc([N+](=O)[O-])cc1)Nc1ccc(OC(F)F)c(Cl)c1,17.5*,-1.2,0.0,-4.6,4.7,-4.4,-1.6,-0.3,8.9
CCOC(=O)c1c(NC(=O)CSc2nnnn2-c2ccccc2)sc2c1CC(C)(C)NC2(C)C,-3.9,8.7,0.0,-6.6,1.6,-0.2,5.9,-7.6,3.9
O=[N+]([O-])c1ccc(-n2ccnc2)cc1,-1.3,0.4,0.0,4.7,-3.1,-6.6,20.7,6.0,-2.0
COC(=O)Cn1cnc2sc(C)c(S(=O)(=O)N3CCC(C)CC3)c2c1=O,-3.5,-2.8,1.0,-1.1,-2.2,5.3,8.1,-18.1&-5.4,0.9
Oc1cccc(/C=N/NC(=S)Nc2cccnc2)c1O,-1.4,-12.4,18.0,-21.2,0.2,-13.4,28.2,9.1,3.6
Cc1ccc(-c2csc(-c3ccncc3)n2)cc1,0.0,3.1,2.0,9.4,1.5,-8.7,8.9,-2.2,2.4
C/C(=N\Nc1cccc(Cl)c1)c1ccc(-n2ccnc2)cc1,8.6,-1.2,3.0,-10.0,0.1,-0.3,14.2,-3.7,0.7
COc1ccc2c(c1)[nH]c1c(=O)n(CCC3=CCCCC3)cnc12,-3.5,1.7,0.0,2.1,2.1,3.2,-12.0,12.7,-1.9

# Structural class, the compounds so far containing a thiophene ring, fused or not (two)
SMILES,PP1 counter,core dimer inh,GRK2 aptamer HTS,procasp3 activ,CTSL1 counter,proCasp7 act,VLA-4 inh,GASC-1 inh,PP5 inh
CCOC(=O)c1c(NC(=O)CSc2nnnn2-c2ccccc2)sc2c1CC(C)(C)NC2(C)C,-3.9,8.7,0.0,-6.6,1.6,-0.2,5.9,-7.6,3.9
COC(=O)Cn1cnc2sc(C)c(S(=O)(=O)N3CCC(C)CC3)c2c1=O,-3.5,-2.8,1.0,-1.1,-2.2,5.3,8.1,-18.1&-5.4,0.9

# Returning to the listing; the 2 compounds before the break are reprinted first.
SMILES,PP1 counter,core dimer inh,GRK2 aptamer HTS,procasp3 activ,CTSL1 counter,proCasp7 act,VLA-4 inh,GASC-1 inh,PP5 inh
C/C(=N\Nc1cccc(Cl)c1)c1ccc(-n2ccnc2)cc1,8.6,-1.2,3.0,-10.0,0.1,-0.3,14.2,-3.7,0.7
COc1ccc2c(c1)[nH]c1c(=O)n(CCC3=CCCCC3)cnc12,-3.5,1.7,0.0,2.1,2.1,3.2,-12.0,12.7,-1.9
Cc1cc(C)c(S(=O)(=O)c2ccccc2)c(OC(=O)c2ccc(Cl)cc2Cl)n1,0.9,0.9,5.0,0.2,-1.6,7.5,-0.2,/,1.6
CN(C)S(=O)(=O)c1ccc(C(=O)NCCC(=O)N2CCCC2)cc1,1.7,-13.1,3.0,-4.9,-2.1,-2.0,7.2,12.5,1.0
CCN(C[C@H]1N[C@@](Cc2ccccc2)(C(=O)OC)[C@H]2C(=O)N(C)C(=O)[C@@H]12)C(C)=O,/,/,0.0,-5.8,/,-6.3,36.7,/,/
CC1CCN(C(c2ccccc2)c2nnnn2C(C)(C)C)CC1 (centres undefined),1.2,2.4,0.0,-9.3,0.1,-1.8,-7.1,23.5,1.1
NC(=O)CSc1nnc(NC(=O)c2ccc(S(=O)(=O)N3CCOCC3)cc2)s1,1.4,3.8,26.0,10.6,1.9,1.0,4.5,5.4,2.3
COc1ccc(-c2cc(=O)oc3c(C)c(O)c(CN(C)C)cc23)cc1,2.3,0.4,1.0,-2.1,-1.7,-12.6,2.9,-8.1,2.1
Cc1occc1C(=O)NNC(=O)C1CC1,0.5,-8.8,5.0,-0.5,-3.8,4.7,32.4,-5.7,3.3
O=C1NC(=O)c2cc(Br)cc3cccc1c23,-3.9,0.7,0.0,7.8,0.1,-0.4,-3.0,-26.4,-0.1
CCn1cc(CCC(=O)NCc2cccc(OC)c2OC)c2ccccc21,-3.6,4.1,0.0,6.0,-2.5,4.1,0.3,-9.1,-2.1
COc1cc(-c2c(NC(=O)c3ccco3)oc3ccccc3c2=O)cc(OC)c1OC,0.0,-5.5,2.0,2.4,0.9,4.3,7.2,11.0,1.0
CCOc1ccc(Oc2ccc(S(=O)(=O)N3CCOCC3)cc2NC(=O)CCNC(C)=O)cc1,-3.2,1.7,0.0,-10.4,9.2,-2.5,-0.7,-4.7,-0.7
COc1ccc(OC(=O)c2cn(C)nc2C(F)(F)F)cc1,-0.3,1.9,3.0,-5.8,-2.5,2.3,18.5,-10.0,2.5
CCCN(CC(=O)Nc1ccccc1C)C(=O)COc1c(C)cccc1C,0.8,/,0.0,-0.5,/,2.7,2.5,1.3,0.5
Cc1cccc2cc(CN(CC3CCCO3)S(=O)(=O)c3ccccc3)c(=O)[nH]c12 (centres undefined),3.0,5.0,0.0,5.4,-3.3,7.9,14.9,6.0,1.1
Cn1cc(-c2ccc(Cl)cc2)cc(C#N)c1=O,-1.7,-0.6,1.0,8.2,-1.9,5.3,-3.8,9.1,-0.7
CC(C)(C)c1ccc(C(=O)CSc2nc3ccccc3c(=O)[nH]2)cc1,-2.5,5.8,0.0,-9.7,-1.6,-7.5,7.6,-5.4,-0.4
Cc1ccc(S(=O)(=O)N(C)C)cc1NC(=O)CN1CCCC1,1.6,0.5,2.0,12.8,-3.0,5.0,3.1,-3.5,1.2
COc1ccc(CN2CCNC(=O)C2CC(=O)NC2CCCCCC2)cc1C (centres undefined),-1.8,0.9,0.0,-6.6,7.3,8.6,-102.0,-4.2,0.3
COc1cc(Br)cc(CN2CCN(C/C=C/c3ccccc3)CC2)c1O,-0.6,-0.7,0.0,8.6,0.0,-8.8,-1.0,?,3.7
Cc1ccc(NC(=O)CN2C(=O)c3ccccc3S2(=O)=O)cc1C,-2.0,-9.1,1.0,4.8,6.0,-0.6,-6.0,-28.2,-0.1
CC(=O)NC(c1cc(F)c2cccnc2c1O)C1CC1 (centres undefined),-1.7,/,3.0,0.5,/,13.0,9.0,4.1,-1.6
CC(=O)N1c2ccc(S(=O)(=O)N3CCCC3)cc2CC1C(=O)NCc1ccccc1F (centres undefined),-5.5,-3.3,2.0,5.1,8.8,-2.6,-7.0,10.9,0.4
O=C(COc1ccc(Cl)cc1)NCC(=O)N1CCC2(CC1)NCCc1[nH]cnc12,-3.7,3.5,0.0,5.3,-2.4,-1.4,10.7,0.6,2.5
COc1ccnc2c1c(=O)n(Cc1cccc(Cl)c1)c(=O)n2C,0.6,-0.4,2.0,0.1,0.2,8.4,0.3,0.8,1.2
COc1ccc(NCc2ccccc2[N+](=O)[O-])cc1OC,5.7,3.5,4.0,-0.5,-1.0,-1.0,36.4,1.3,1.1
O=C(NC1CCS(=O)(=O)C1)OC1CCCCC1 (centres undefined),-3.3,-3.6,0.0,4.2,2.3,-4.6,3.3,-2.6,-0.4
CCCCCC(=O)Nc1ccc(C2C(=O)c3ccccc3C2=O)cc1,-0.4,-35.0,1.0,-7.1,-1.4,8.9,21.8,1.9,-0.1
CC(Oc1ccc2c(c1)oc(=O)c1ccccc12)C(=O)NCCN1CCOCC1 (centres undefined),-3.5,3.4,0.0,-5.0,1.2,3.8,-0.9,?,-0.2
O=C(c1ccc(CN2CCOCC2)cc1)N1CCN(c2ccccc2)CC1,-2.2,-0.1,1.0,-5.2,-1.0,-2.3,8.7,4.7,1.6

# Compound activity: PubChem, several laboratories
